Assay outcomes from PubChem.
LmPK inh – LmPK (Leishmania mexicana) enzyme inhibition | Q27686 | purified LmPK, Kinase-Glo ATP luminescence, 1 h | Potency, µM (doses to about 57.5 µM), without a hit: at the top dose activity change, negative = inhibition, hits mostly inhibitors | 290,000 compounds, 0.37% hits | AID 1721
Target sequence (Q27686 whole entry, looked up): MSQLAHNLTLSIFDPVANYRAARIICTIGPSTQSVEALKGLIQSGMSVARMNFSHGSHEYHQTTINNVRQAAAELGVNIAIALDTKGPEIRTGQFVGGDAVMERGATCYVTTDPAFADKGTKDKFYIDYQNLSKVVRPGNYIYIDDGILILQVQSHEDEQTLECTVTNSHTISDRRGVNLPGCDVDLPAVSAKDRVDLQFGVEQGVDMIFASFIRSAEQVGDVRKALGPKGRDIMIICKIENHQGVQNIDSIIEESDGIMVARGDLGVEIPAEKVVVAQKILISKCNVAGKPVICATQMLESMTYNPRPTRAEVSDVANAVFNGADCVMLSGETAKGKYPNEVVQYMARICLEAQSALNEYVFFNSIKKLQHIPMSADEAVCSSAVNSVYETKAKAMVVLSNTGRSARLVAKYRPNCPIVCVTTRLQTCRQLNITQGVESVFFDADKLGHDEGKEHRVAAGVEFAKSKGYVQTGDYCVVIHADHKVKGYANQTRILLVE
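0.1 nM LmPK, 0.5 mM PEP, 0.1 mM ADP; 50 mM imidazole pH 7.2, 7 mM MgCl2, 50 mM KCl; 1 h RT. Kinase-Glo luminescence readout, normalized to no-enzyme (full inhibition) and uninhibited wells.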
Sm TGR inh – inhibitors of Schistosoma mansoni thioredoxin glutathione reductase. Potency, µM (doses to about 114 µM), without a hit: top-dose activity change, negative = inhibition, most hits filed as inhibitors. purified TGR, DTNB reduction, TNB absorbance 405 nm. 360,000 compounds, 3% hits; note: nearly all actives have a fitted effect of over 60% in size
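Kinetic colorimetric format: TGR-catalysed, NADPH-driven DTNB reduction monitored via TNB absorbance. Enzyme dispensed at 20 nM; compound exposure 15 min at room temperature before reaction start.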
TbPYK inhibitor – blocks Trypanosoma brucei pyruvate kinase | Q57TT1 | Potency, µM (highest dose often 76.8 µM), without a hit: at the top dose activity, negative = inhibition, usual class: inhibitors | TbPYK enzyme, Kinase-Glo Plus ATP luminescence, 45 min | 410,000 compounds, 0.12% hits; note: nearly all actives have a fitted effect of over 50% in size
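Glycolytic pyruvate kinase of T. brucei was incubated with substrate, test compound and 130 uM ADP for 45 minutes at room temperature. Luminescent Kinase-Glo Plus signal was measured after 10 minutes.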
Pf growth 96h – P. falciparum growth inhibition at 96 hour, primary screen for plastid delayed-death inhibitors. P. falciparum luciferase reporter growth, 96 h. Potency, µM (series often up to 28.7 µM), for the others: at the top dose activity change, negative = inhibition, actives largely listed as inhibitors. 320,000 compounds, 6.9% hits. AID 504834
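Plates of compound plus infected erythrocytes (2% hematocrit, 0.05% parasitemia final) incubate 96 hours, 37 C, 5% CO2. Detection reagent added; reduced luminescence from the parasites' luciferase reporter flags inhibition.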
HCV inh – inhibitors of hepatitis C virus infection; Huh7.5.1 HCVcc-Cre infection, luciferase reporter, 44 h; Potency, µM (top dose mostly 41.8 µM), for inactives: at the highest dose activity change, negative = inhibition, actives largely listed as inhibitors; 340,000 compounds, 3.4% hits; AID 651820
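A cell-based infection assay in which seeded cells (1,000 per well) receive test compound after 4 h, are inoculated with HCVcc-Cre at approximately 0.5 moi, and are incubated 44 h before luminescence detection.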
Pf growth 48h – P. falciparum growth inhibition at 48 hours (one generation) | P. falciparum luciferase growth in erythrocytes, 48 h | 310,000 compounds, 5.9% hits | AID 504832 | Potency, µM (series often up to 28.7 µM), without a hit: top-dose activity change, negative = inhibition, most hits filed as inhibitors
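Firefly luciferase activity from engineered P. falciparum reports growth; inhibitors lower the luminescent signal. Cultures contained 2% hematocrit erythrocytes at 0.1% final parasitemia.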
Starred values were filed as active, the others as inactive; ? = inconclusive; . = no result given; [ ] = remark or other dose. Calls come from the whole dose curve; as a rule, active = well fitted curve in the direction sought with a large enough effect; inconclusive = small, poorly fitted or top-dose-only effect, or another doubt; inactive = no such curve, though single readings can be large; an effect the other way counts as inactive or inconclusive. % is set by controls: 0 for no effect and ±100 for the full control effect; potency is the fitted concentration of half-maximal effect. The order is random (roughly 16% active in at least one column).

SMILES | LmPK inh | Sm TGR inh | TbPYK inhibitor | Pf growth 96h | HCV inh | Pf growth 48h
COc1ccccc1C(=O)Nc1nc2ccc(S(C)(=O)=O)cc2s1 | 1% | -1% | -5% | 10% | 9% | 80%[activator]
O=C(OCc1ccccc1)C1CCCN1C(=O)c1cccs1 (stereo unspecified) | 0% | 1% | -4% | 14% | 3% | -24%
CCOC(=O)CSC(CC)C(=O)Nc1nnc(CC)s1 (stereo unspecified) | -3% | -5% | -13% | 3% | 11% | 22%
CCCn1c(SCC(=O)Nc2cc(S(=O)(=O)N3CCOCC3)ccc2Cl)n[nH]c1=O | 5% | -3% | -15% | -80% | 0% | ?
Fc1ccc(-c2csc3nnc(SCc4cccnc4)n23)cc1 | 11% | -12% | 5% | 21% | 3% | -1%
CC(=O)N(Cc1ccco1)C1(C(=O)NC2CCCC2)CCCCC1 | 7% | -5% | -9% | ? | 4% | .
O=C(C1CC1(c1ccccc1)c1ccccc1)N1CCOCC1 (stereo unspecified) | -3% | 0% | 0% | ? | 5% | 20%
COc1cccc(/C=N/NC(=O)c2c(C)nc3ccc(Br)cn23)c1 | 0% | . | 1% | 16% | -4% | -1%
COc1ccc(CNS(=O)(=O)c2ccc3c(c2)N(C(C)=O)CC(C)S3)cc1 (stereo unspecified) | -7% | -2% | 1% | ? | ? | -13%
CN(c1ccccc1)S(=O)(=O)c1ccc(C(=O)N2CCCC(C(F)(F)F)C2)cc1 (stereo unspecified) | -9% | -4% | 4% | -14% | -5% | -13%
Cc1cc(NC(=O)CN2CCc3ccccc3C2)nc2c1c(=O)oc1ccccc12 | -2% | ? | -1% | ? | 8% | 10µM*
CC(C)c1nnc(NC(=O)CSc2nc3ccccc3s2)s1 | 4% | 3% | -14% | . | 11% | 8%
COCCNC(=O)c1c(N)n(CCC2=CCCCC2)c2nc3ccccc3nc12 | 8% | 10% | -7% | -15% | -6% | .
Cc1ccc(C(=O)Nc2ccc(N3CCOCC3)cc2)cc1S(=O)(=O)N1CCCCC1 | . | -30% | 0% | 47%[activator] | ? | 15%
Cc1ccc(N2C(=O)CC(c3c[nH]c4ccccc34)C2=O)cc1 (stereo unspecified) | 1% | -11% | -4% | ? | 4% | 3%
CCOC(=O)c1c(NC(=O)CSc2nnc(C)c(=O)[nH]2)sc(C)c1-c1ccc(C)cc1 | 0% | 9% | 8% | 3% | -10% | -5%
O=C(NCc1cccnc1)c1cc(-c2cccs2)on1 | 1% | -20% | -4% | . | -1% | 88%[activator]
CCS(=O)(=O)c1ccc2c(c1)N(S(C)(=O)=O)CC(C(=O)NN)O2 (stereo unspecified) | -1% | -1% | 3% | 38%[activator] | -7% | -4%
Cc1ccc(N(CC(=O)NN=C2CCN(C)CC2)S(=O)(=O)c2ccc(C)cc2)cc1 | 5%[11.5 µM] | 1% | 0% | 64%[activator] | -17% | -100%
COc1cccc(N=c2oc3ccccc3cc2-c2nc3ccccc3[nH]2)c1 | -15% | -16% | -1% | ? | ? | ?
CCc1ccc(N2CC(C(=O)NNC(=O)c3ccc(F)cc3)CC2=O)cc1 (stereo unspecified) | . | -4% | 1% | 38%[activator] | 2% | 20%
CCOc1cc(Br)cc(C(c2c(C(=O)O)[nH]c3ccccc23)c2c(C(=O)O)[nH]c3ccccc23)c1O | -19% | 0% | 1% | ? | ? | ?
CC(=O)NS(=O)(=O)c1ccc2c(c1)Cc1cc(S(=O)(=O)NC(C)=O)ccc1-2 | 1% | -6% | 4% | -26% | -8% | 21%
Cc1cc(NC(=O)c2ccco2)ccc1-n1cnnn1 | -1% | 10% | 3% | -12% | -8% | 137%[activator]
CC1=CC(=NOC(=O)c2cccc([N+](=O)[O-])c2)C=C(C)C1=O | 1% | 2.8µM* | 0% | . | ? | ?
COc1ccccc1C(=O)NCC(=O)N/N=C/c1cc(Br)ccc1OC(=O)/C=C\c1ccco1 | 4% | -20% | 1% | ? | ? | 38%[activator]
Cc1ccc2nc(NC(=O)CNS(=O)(=O)c3ccc(Br)s3)sc2c1 | 8% | 0% | -2% | 30%[activator] | 11% | 67%
Cc1ccc(C2C(C(=O)c3ccco3)=C(O)C(=O)N2c2nnc(C)s2)cc1 (stereo unspecified) | -5% | -34% | -2% | 13% | -9% | 29%
CCOc1ccc(NC(=O)C(=O)N/N=C/c2ccccc2F)cc1 | 0% | 38%[activator] | 1% | 15% | -23% | 47%[activator]
COc1cccc(CC(=O)N(C)C2CCCN(Cc3ccccc3F)C2)c1 (stereo unspecified) | -6% | 1% | -21% | ? | 16% | ?
CCc1ccccc1OCCCCCNCCO | -3% | -9% | -3% | 161%[activator] | ? | ?
CCN(c1ccc(F)cc1)S(=O)(=O)c1cccc2nsnc12 | 6% | -22% | -5% | 8% | 3% | ?
Cc1[nH]c2ccccc2c1CCCO | 3% | -4% | 1% | 21% | 0% | -4%
Cc1ccc(NC(=S)N(CCN(C)C)C(C)c2ccco2)cc1C (stereo unspecified) | 1% | 7% | 0% | ? | 4% | -15%
CCOC(=O)C1CN(C(C)(C)C)C(=O)C1=O (stereo unspecified) | -8% | 0% | -6% | 74%[activator] | 8% | 9%
CN(c1ccccc1C(=O)NCc1ccco1)S(C)(=O)=O | 2% | 40µM* | -1% | . | -3% | 4%
CC(=O)N1CCN(C(=O)c2ccc(-c3cccc(C(F)(F)F)c3)o2)CC1 | . | 32µM* | 1% | ? | ? | 3%
CC12CN3CCN(C1)CC(C)(C3)C2=NO | 1% | -17% | 2% | 16% | 16% | .
CC1CCC(NC(=O)COc2ccc(C(=O)c3ccccc3)cc2)CC1 (stereo unspecified) | -1% | -2% | -1% | -7% | ? | 5%
CCOc1ccc(-n2c(C)c(C(C)=O)c3cc(OCC(N)=O)ccc32)cc1 | 0% | 13% | 1% | 0% | 11% | 13µM*
Cc1cccc2nc(CNC(=O)C3CCC(=O)N(Cc4ccccc4F)C3)cn12 (stereo unspecified) | -12% | -7% | -1% | 11% | -11% | -5%
CC(=O)Nc1ccc(NC(=O)C2CC(=O)Nc3nc4ccccc4n32)cc1 (stereo unspecified) | 0% | 10% | -12% | 32%[activator] | 3% | 3%
Cc1c(CC(=O)NCCC(=O)O)c(=O)oc2cc3oc4c(c3cc12)CCCC4 | -5% | -12% | -1% | 71%[activator] | 10% | 52%[activator]
Cc1ccc(N(CC(=O)Nc2ccc(Br)c(C)c2)S(=O)(=O)c2c(C)[nH]c(=O)[nH]c2=O)cc1 | 5% | -14% | 0% | ? | 6% | 5%
CC(C)=CCC/C(C)=C/CN(CC(C)O)CC(C)O (stereo unspecified) | -1% | 5% | -6% | 11% | 16% | 15%

Reprinted at random: two entries already listed
SMILES | LmPK inh | Sm TGR inh | TbPYK inhibitor | Pf growth 96h | HCV inh | Pf growth 48h
COc1cccc(CC(=O)N(C)C2CCCN(Cc3ccccc3F)C2)c1 (stereo unspecified) | -6% | 1% | -21% | ? | 16% | ?
CCOc1cc(Br)cc(C(c2c(C(=O)O)[nH]c3ccccc23)c2c(C(=O)O)[nH]c3ccccc23)c1O | -19% | 0% | 1% | ? | ? | ?

Other results.
SMILES | LmPK inh | Sm TGR inh | TbPYK inhibitor | Pf growth 96h | HCV inh | Pf growth 48h
COc1cccc(CN(C)C(=O)Cc2c[nH]c3ccccc23)c1 | -8% | -22% | 1% | 0% | -6% | 1%
COc1cccc(C(=O)Nc2nnc(S(=O)(=O)N(C)Cc3ccc(F)cc3)s2)c1 | 1% | -12% | -3% | 0% | 19% | -20%
COc1ccccc1CNC(=O)COC(=O)Cc1ccsc1 | 3% | -14% | -1% | 6% | -6% | -7%
COc1cnc(-c2ccccn2)nc1Sc1c(Cl)cccc1Cl | 5% | -26% | -2% | 2.1µM* | ? | 1.7µM*
COc1ccc(OCCOC(=O)c2cc(S(=O)(=O)N3CCOCC3)c(Cl)cc2Cl)cc1 | . | -3% | 0% | 21% | ? | ?
COCCNC(=O)C(c1ccc(Cl)cc1)N(CCOC)C(=O)CCC(=O)Nc1ccccn1 (stereo unspecified) | -1% | 1% | -1% | 5% | 13% | 29%
S=c1[nH]nc(C23CC4CC(CC(C4)C2)C3)n1Cc1ccco1 | ? | -19% | ? | 12% | 12% | ?
Cc1ccn2cc(CCNC(=O)COc3ccccc3)nc2c1 | -4% | 0% | -23% | 7% | -4% | 3%
CC(SCc1ccccc1)C(=O)NC1CCCC1 (stereo unspecified) | -11% | 4% | 2% | -23% | ? | 3%
COc1ccccc1NC(=O)c1[nH]c(C)c(C(C)=O)c1C | 1% | ? | -6% | 12% | -19% | .
COc1ccc(NC(=O)N2CCCC(CCC(=O)N(C)CCc3ccccn3)C2)cc1 (stereo unspecified) | -6% | 2%[57.1 µM] | -5% | -18% | ? | 37%[activator]
Cc1ccc(NC(=S)N(CCN(C)C)Cc2cc3cc(C)cc(C)c3[nH]c2=O)cc1 | 3% | -12% | 1% | 22% | ? | ?
COc1cc(C)ccc1OCCCCNCc1ccccc1 | 2% | -9% | 6% | 7% | -5% | 2%
N=C1C(=O)OCC1c1ccccc1NC(=O)c1ccc(F)cc1 (stereo unspecified) | -6% | -5% | -3% | 40%[activator] | 10% | 38%[activator]
Cc1cc(C)c(S(=O)(=O)N2CCN(CCN3C(=O)c4cccc5cccc(c45)C3=O)CC2)cc1[N+](=O)[O-] | 1% | 0% | . | ? | 2%[0.335 µM] | 16%

Some of these compounds in order of heavy-atom count, highest first:
SMILES | LmPK inh | Sm TGR inh | TbPYK inhibitor | Pf growth 96h | HCV inh | Pf growth 48h
COCCNC(=O)C(c1ccc(Cl)cc1)N(CCOC)C(=O)CCC(=O)Nc1ccccn1 (stereo unspecified) | -1% | 1% | -1% | 5% | 13% | 29%
COc1cccc(CN(C)C(=O)Cc2c[nH]c3ccccc23)c1 | -8% | -22% | 1% | 0% | -6% | 1%
CC(SCc1ccccc1)C(=O)NC1CCCC1 (stereo unspecified) | -11% | 4% | 2% | -23% | ? | 3%

Remaining list, next part
SMILES | LmPK inh | Sm TGR inh | TbPYK inhibitor | Pf growth 96h | HCV inh | Pf growth 48h
Cc1cc(OCC(C)C)ccc1/C(O)=C1/C(=O)C(=O)N(Cc2cccnc2)C1c1ccncc1 (stereo unspecified) | -1% | -3% | 2% | 7% | 11% | 4%
O=C(Nc1ccc(F)cc1F)NC1CCN(S(=O)(=O)c2ccc(F)cc2)CC1 | 8% | -1% | 2% | -5% | -18% | -5%
CC1Oc2ccccc2N(CC(=O)c2cccc(Cl)c2)C1=O (stereo unspecified) | 6% | -9% | -2% | . | -11% | -2%
Cc1nn2c(N3CCN(c4ccccn4)CC3)cc(C(C)C)nc2c1-c1ccccc1 | 5% | 2% | -2% | ? | ? | 3.3µM*
COc1ccc(NC(=O)CCN2CCN(C/C=C/c3ccccc3)CC2)cc1 | 0% | 0% | -8% | 11% | -17% | ?
O=c1c2ccccc2c(-c2ccccc2)nn1-c1ccccc1 | 0% | 7% | 0% | ? | -21% | ?
Cc1ccc(NC(=O)c2ccc(Cn3cc([N+](=O)[O-])cn3)cc2)c(C)c1 | -3% | -2% | 5% | -25% | -20% | -26%
O=c1sc2ccccc2c(N2CCOCC2)c1[N+](=O)[O-] | -19% | 40µM* | 7% | 28% | 5% | -13%

An excerpt of these results, with tabs.
SMILES	LmPK inh	Sm TGR inh	TbPYK inhibitor	Pf growth 96h	HCV inh	Pf growth 48h
O=C(Nc1ccc(F)cc1F)NC1CCN(S(=O)(=O)c2ccc(F)cc2)CC1	8%	-1%	2%	-5%	-18%	-5%
CC1Oc2ccccc2N(CC(=O)c2cccc(Cl)c2)C1=O (stereo unspecified)	6%	-9%	-2%	.	-11%	-2%
Cc1nn2c(N3CCN(c4ccccn4)CC3)cc(C(C)C)nc2c1-c1ccccc1	5%	2%	-2%	?	?	3.3µM*
COc1ccc(NC(=O)CCN2CCN(C/C=C/c3ccccc3)CC2)cc1	0%	0%	-8%	11%	-17%	?
